Assay outcomes as filed in PubChem BioAssay.
KB-3-1 cytotox: qHTS assay for MDR1-selective chemotherapeutics: Primary screen using the parental adenocarcinoma cell KB-3-1 | KB-3-1 viability, CellTiter-Glo ATP luminescence, 72 h | Potency, µM (top dose mostly 46.1 µM), inactives show at the top dose activity change, negative = cytotoxic, usual class: cytotoxic | 1.4% of 400,000 active | AID 1347075, 2019; also: potency is read from the fitted curve at half-maximal effect; % is scaled to controls: 0 for no effect and ±100 for the full control effect; nearly all actives have a fitted effect of over 60% in size
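Viability of parental KB-3-1 cells, measured by CellTiter-Glo luminescence, followed a 72 h incubation at 37 °C with pinned compounds in phenol-red-free DMEM containing 10% FBS.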
HT1080 IDH1KD tx: qHTS for induction of synthetic lethality in tumor cells producing 2HG: qHTS for the HT-1080-IDH1KD cell line | HT-1080 IDH1 knockdown viability, ATP luminescence, 48 h | Potency, µM (top dose mostly 46.1 µM), for the others: top-dose activity, negative = toxicity, usual class: cytotoxic | 2% of 360,000 active | AID 686971, 2013;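 also: potency is read from the fitted curve at half-maximal effect; 0% = DMSO wells and -100% = cell-free medium wells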
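Using the IDH1-knockdown HT-1080 line run in the same batch and compound series as the NT line, viability after 48 h at 37 °C was determined by CellTiter-Glo luminescence and expressed as % activity.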
HT1080NT lethal: qHTS for induction of synthetic lethality in tumor cells producing 2HG: qHTS for the HT-1080-NT fibrosarcoma cell line | HT-1080-NT fibrosarcoma viability, CellTiter-Glo ATP luminescence, 48 h | Potency, µM (titrated, usually from 46.1 µM), without a hit: at the highest dose activity, negative = less viability, usual class: cytotoxic | 1.6% of 360,000 active;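 also: NT is the 2HG producing partner of a matched IDH1 knockdown line; potency is read from the fitted curve at half-maximal effect; 0% = DMSO-treated cells and -100% = media-only wells without cells; nearly all actives have a fitted effect of over 55% in size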
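750 cells/well, RPMI + 5% FBS; 2 h settle, compound pin-transfer, 48 h at 37 degrees C. CellTiter-Glo 10 min RT, luminescence. Normalized to DMSO and media-only wells.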
SW480 rereplic: A quantitative high throughput screen for small molecules that induce DNA re-replication in SW480 colon adenocarcinoma cells. Potency, µM (titrated, usually from 46.1 µM), for the others: at the top dose re-replication activation, actives largely listed as activators. 1.8% of 340,000 active. SW480 DNA re-replication, Hoechst DNA content imaging, 48 h; also: potency is read from the fitted curve at half-maximal effect; % of control where 0% means no effect; nearly all actives have a fitted effect of over 55% in size
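Per well, 250 cells were exposed to pinned compound for 48 hr. Nuclear DNA was visualised with Hoechst (40 min, 37 C) and total object intensity recorded by fluorescence scanning.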
HepG2 viability: qHTS for Inhibitors of TGF-b: Cytotox Counterscreen; HepG2 CAGA-GFP viability, ATP luminescence, 18 h; Potency, µM (titrated, usually from 46.1 µM), inactives show top-dose activity change, negative = cytotoxicity, hits mostly cytotoxic; 0.76% of 410,000 active; AID 588856, 2011; also: potency is read from the fitted curve at half-maximal effect; some results filed as inactive show a strong effect at the top dose
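HepG2 CAGA-GFP cells (1000/well, DMEM with 1% FBS) received compound, then TGF-beta at 500 pg/mL final, and were incubated 18 hours at 37 degrees C. Viability was read by CellTiter-Glo luminescence. Media-only wells were set as complete cell-killing and DMSO as no toxicity.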
MCF10A rereplic: A quantitative high throughput screen for small molecules that induce DNA re-replication in MCF 10a normal breast cells | MCF 10A DNA re-replication, Hoechst nuclear intensity, 48 h | Potency, µM (highest dose often 46.1 µM), without a hit: top-dose activity, positive = re-replication, hits mostly activators | 2.9% of 350,000 active | AID 624296, 2012; also: potency is read from the fitted curve at half-maximal effect; % of control where 0% means no effect; nearly all actives have a fitted effect of over 50% in size
ATXN viability: Viability Counterscreen for Primary qHTS for Inhibitors of ATXN expression; S2 cells (HEK-293 line with an ATXN2-luciferase reporter) viability, CellTiter-Fluor protease fluorescence, 24 h; Potency, µM (titrated, usually from 56.7 µM), hits mostly cytotoxic; 0.49% of 400,000 active; also: potency is read from the fitted curve at half-maximal effect; nearly all actives have a fitted effect of over 40% in size
IL-1B inflam inh: qHTS for Inhibitors of Inflammasome Signaling: IL-1-beta AlphaLISA Primary Screen; 4.7% of 360,000 active; THP-1 LPS/ATP IL-1B secretion, AlphaLISA, 16 h; active compounds read low; activity change, % at 57.5 µM; AID 743279, 2014; in the data active = activity change below about -50%; inconclusive = mostly about -30% to -49%; also: % is scaled to controls: 0 for no effect and ±100 for the full control effect
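THP-1 cells pretreated 1 hr with compounds (up to 57.5 uM final), then stimulated with LPS (250 ng/mL final) plus ATP (1.25 mM final); secreted IL-1B measured by AlphaLISA after 16 hr, decreased signal indicating inhibition.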
ATXN2 expr inh: Primary qHTS for Inhibitors of ATXN expression; HEK-293 ATXN2-luciferase reporter, luminescence, 24 h; Potency, µM (series often up to 57 µM), for the others: at the top dose activity change, negative = inhibition, actives largely listed as inhibitors; 0.72% of 360,000 active; AID 1745845, 2022; also: potency is read from the fitted curve at half-maximal effect; % is scaled to controls: 0 for no effect and ±100 for the full control effect; nearly all actives have a fitted effect of over 55% in size
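qHTS (up to 57 uM final) was run with 24 h compound exposure of reporter cells at 37 °C. Each well was multiplexed: SteadyGlo luminescence measured ATXN2-luciferase expression after a fluorogenic Gly-Phe-AFC viability readout (25 uM final).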
Starred values were filed as active, the others as inactive; i = inactive; ? = inconclusive; / = not tested or not shown; & = joins results of further samples; [ ] = remark or other dose. Unless noted, calls follow the shape of the dose curve; as a rule, active = well fitted curve in the direction sought with a large enough effect; inconclusive = small, poorly fitted or top-dose-only effect, or another doubt; inactive = no such curve, though single readings can be large; an effect the other way counts as inactive or inconclusive. Compounds were not picked by outcome. Share with any hit: about 8.9%.

SMILES | KB-3-1 cytotox | HT1080 IDH1KD tx | HT1080NT lethal | SW480 rereplic | HepG2 viability | MCF10A rereplic | ATXN viability | IL-1B inflam inh | ATXN2 expr inh
O=S1(=O)c2c(F)cccc2OC(COc2ccccc2)CN1CCc1ccc(F)cc1 (stereo not given) | -2% | 6% | 3% | 29% | -10% | ? | i | -20 | 9%
O=C(/C=C/c1ccccc1)NCCCNC(=O)/C=C/c1ccccc1 | 18% | -12% | -18% | 0% | 2% | 22% | i | 62 | -16%
Cc1ccccc1NC(=S)N(CCN(C)C)C(C)c1cccnc1 (stereo not given) | -3% | 15% | 5% | 5% | -17% | -3% | i | 0 | 2%
N#Cc1ccncc1S(=O)c1ccc(Cl)cc1 (stereo not given) | -24% | 9% | 4% | -5% | -3% | -4% | i | -18 | 3%
CN(CC(=O)Nc1ccc(F)cc1)C(=O)COC(=O)/C=C/c1ccc(OC(F)F)cc1 | -2% | -8% | -12% | -5% | -17% | -4% | i | -87* | 2%
CCOC(=O)c1ccccc1NC(=O)COC(=O)C(CCSC)NC(=O)COc1ccccc1 (stereo not given) | 14% | -1% | 1% | -720%[inhibitor] | -3% | -2% | i | 19 | 5%
COc1ccc(CCNC(=O)COc2ncnc3cc([N+](=O)[O-])ccc23)cc1 | 5% | -2% | -7% | -6% | 1% | -2% | i | 7 | 2%
CCCCn1c(N)c(N(Cc2ccccc2OC)C(=O)c2ccc(N3CCCC3=O)cc2)c(=O)[nH]c1=O | 4% | 5% | -3% | -7% | -2% | -1% | i | 3 | 3%
CCC(C)[C@H](NC(=O)C1CCN(C(=O)[C@H](Cc2ccccc2)NS(=O)(=O)c2ccc(C)cc2)CC1)C(=O)O (stereo not given in full) | 15% | ? | 19% | 0% | 2% | 1% | i | 27 | -20%
O=C(NCc1cccs1)C1CCN(S(=O)(=O)c2cccc3cccnc23)CC1 | 4% | 1% | -1% | -1% | -1% | 24% | i | -7 | 1%
O=C(NCCCn1cccn1)c1cc(COc2ccc(F)cc2Cl)on1 | 6% | 8% | 7% | -7% | 0% | 0% | i | 23 | /
CC1=NN(Cc2ccccc2)C(=O)C1C(c1ccccc1)C(C#N)C#N (stereo not given) | -31% | -11% | -16% | ? | -8% | 1% | i | -3 | -8%
O=C(O)c1cccc(S(=O)(=O)Nc2ccc(N3CCCCC3)cc2)c1 | -1% | 17% | 9% | -4% | 6% | 0% | i | 19 | 4%
CCOC(=O)N1CCN(C(=O)c2ccc(CNS(=O)(=O)c3ccc(C)cc3)cc2)CC1 | 17% | 1% | 3% | -4% | 9% | ? | ? | 40 | -7%
C[C@H](NC(=O)c1nc[nH]c1C(=O)N[C@@H](C)c1ccccc1)C(=O)OC(C)(C)C | 8% | 3% | 8% | 3% | -16% | -4% | i | 0 | 11%
C=C1C[C@H]2[C@@H]3CCc4cc(OC)ccc4[C@H]3CC[C@]12C | 8% | -1% | 2% | 1% | -1% | 4% | i | 32 | 2%
Cc1n[nH]c(C)c1N=Nc1ccc(Br)cc1 | 16µM* | ? | -25% | -14% | -23% | ? | i | -30 | 8%[11.3 µM]
CC(=O)Oc1cccc(C2=CC(=O)CC(C)(C)C2=O)c1 | 19% | 9% | 10% | / | -15% | / | i | -1 | 0%
CC(C)(C)c1ccc(OCc2nnc(SCC(N)=O)n2N)cc1 | 23% | 8% | -1% | -4% | -1% | 4% | i | 12 | 26%
Cc1ccc(S(=O)(=O)N(CC(=O)N/N=C\c2cccs2)c2cccc3cccnc23)cc1 | ? | -2% | 17% | -5% | 1% | -1% | i | 10 | -7%
COc1cccc(NS(=O)(=O)c2ccc(-c3coc(C)n3)cc2)c1 | -3% | -3% | -1% | ? | -27% | 0% | i | 16 | -8%
CCOc1ccc(Br)cc1-c1noc(-c2cccs2)n1 | 0% | 0% | -1% | -6% | 7% | ? | i | -4 | -14%
CCCCNc1nc2ccccc2c2nc(-c3ccccc3)nn12 | -10% | / | / | / | -37% | / | i | / | 2%
COc1ccc(-n2c(-c3ccccc3)c[n+]3c2CCC3)cc1 | 4.1µM* | -27% | ? | 2% | -2% | 0% | ? | ? | ?
CCOc1ccccc1C(=O)N(C)Cc1cc2ccccc2[nH]c1=O | 8% | 12% | 4% | -6% | 0% | 1% | i | 4 | 0%
Cn1c(=O)c2cc(NC(=O)NCCc3cccs3)ccc2n1C/C=C/c1ccccc1 | -11% | -15% | -16% | / | 3% | / | i | 44 | 17%
Cc1nc2sc(C(c3ccc(C(C)C)cc3)N3CCN(CCO)CC3)c(O)n2n1 (stereo not given) | 8% | -1% | -14% | 0% | -10% | 3% | i | -21 | 1%
Cc1cccc(C)c1NC(=O)N1C2CCC1CC(O)(c1cccnc1)C2 (stereo not given) | -6% | 7% | 3% | -2% | 1% | -5% | i | 15 | -8%
CC1CCC(NC(=O)c2ccc3c(c2)N(Cc2ccccc2F)C(=O)c2ccccc2S3(=O)=O)CC1 (stereo not given) | 7% | / | / | / | -10% | / | i | / | 39%[activator]
CC1CCCC(C)N1C(=O)CSc1nnc(-c2cccs2)o1 (stereo not given) | 3% | -7% | 15% | ? | 8% | 10% | i | -25 | 9%
S=C(NCCc1ccccc1)Nc1ccc(Br)cc1 | ? | -4% | 7% | -2% | -37% | ? | i | -70* | 70%[activator]
CCC1(C)Cc2ccccc2-c2nc3n(c(=O)c21)CCS3 (stereo not given) | 5% | 4% | 2% | -6% | 8% | 30% | ? | -12 | -22%
COc1ccccc1CC(=O)NC(=O)c1ccccc1O | -12% | 12% | 2% | -1% | 15% | -2% | / | -6 | -2%
CCN(C[C@H]1N[C@@](C)(C(=O)OC)[C@H]2C(=O)N(C)C(=O)[C@@H]12)C(=O)COC | 16% | 21% | 12% | -13% | -8% | 21% | i | 0 | 12%
COc1ccc(/C=N/OCc2ccccc2C#N)c(OC)c1 | 0% | -12% | 1% | -14% | -2% | -8% | i | -17 | /
COc1ccc(CNC(=O)C(OC(=O)c2nsc(Cl)c2Cl)C(C)C)cc1 (stereo not given) | -2% | 1% | 22% | -4% | -2% | -4% | i | 10 | -4%[11.3 µM]
CCN(CC(=O)NCc1ccc2c(c1)OCO2)S(=O)(=O)c1ccc(F)cc1 | ? | -16% | -25% | -7% | -1% | -2% | i | -6 | 0%
CC(C)(C)OC(=O)C[C@H]1C/C=C\C[C@H](CC(=O)NCCO)C(=O)N[C@@H](Cc2ccccc2)COC1=O | 7% | 2% | 19% | 2% | 10% | -11% | i | 9 | 14%
CC(C(=O)NCc1ccc(F)cc1)n1ccc2cc(S(=O)(=O)N3CCCC3)ccc21 (stereo not given) | ? | -8% | 0% | 27% | -45% | 14% | i | 3 | -13%
C=CCn1c(SCC(=O)c2ccc(CNC(C)=O)o2)nc2ccccc2c1=O | -3% | -10% | -4% | -7% | 5% | -7% | i | 7 | 0%
O=C1/C(=C/c2cccc([N+](=O)[O-])c2)CCc2ccccc21 | ? | ? | ? | ? | -38% | ? | i | -121* | -12%
COc1ccc(C(=O)Nc2ccccc2-c2nnn(CC(N)=O)n2)cc1 | -4% | ? | ? | ? | 2% | ? | ? | -4 | ?
COc1ccc(N(C(=O)CS(=O)CC(=O)Nc2ccc(F)cc2)C(C(=O)NC2CCCCC2)c2cccs2)cc1 (stereo not given) | ? | 1% | 12% | 1%&-8% | 0% | -3%&-35% | i | -10 | -13%
COC(=O)c1cc(Nc2nc3ccccc3nc2NS(=O)(=O)c2ccc(C)cc2)ccc1Cl | ? | / | / | / | -25% | / | i | / | 59%[activator]
Cc1ccc(C)c(CN2C(=O)CSc3ccc(C(=O)NCC(C)CN4CCC(C)CC4)cc32)c1 (stereo not given) | -27% | 4% | 4% | 3% | -27% | -1% | ? | 1 | -13%

By substructure: those above containing fluorine.
SMILES | KB-3-1 cytotox | HT1080 IDH1KD tx | HT1080NT lethal | SW480 rereplic | HepG2 viability | MCF10A rereplic | ATXN viability | IL-1B inflam inh | ATXN2 expr inh
O=S1(=O)c2c(F)cccc2OC(COc2ccccc2)CN1CCc1ccc(F)cc1 (stereo not given) | -2% | 6% | 3% | 29% | -10% | ? | i | -20 | 9%
CN(CC(=O)Nc1ccc(F)cc1)C(=O)COC(=O)/C=C/c1ccc(OC(F)F)cc1 | -2% | -8% | -12% | -5% | -17% | -4% | i | -87* | 2%
O=C(NCCCn1cccn1)c1cc(COc2ccc(F)cc2Cl)on1 | 6% | 8% | 7% | -7% | 0% | 0% | i | 23 | /
CC1CCC(NC(=O)c2ccc3c(c2)N(Cc2ccccc2F)C(=O)c2ccccc2S3(=O)=O)CC1 (stereo not given) | 7% | / | / | / | -10% | / | i | / | 39%[activator]
CCN(CC(=O)NCc1ccc2c(c1)OCO2)S(=O)(=O)c1ccc(F)cc1 | ? | -16% | -25% | -7% | -1% | -2% | i | -6 | 0%
CC(C(=O)NCc1ccc(F)cc1)n1ccc2cc(S(=O)(=O)N3CCCC3)ccc21 (stereo not given) | ? | -8% | 0% | 27% | -45% | 14% | i | 3 | -13%
COc1ccc(N(C(=O)CS(=O)CC(=O)Nc2ccc(F)cc2)C(C(=O)NC2CCCCC2)c2cccs2)cc1 (stereo not given) | ? | 1% | 12% | 1%&-8% | 0% | -3%&-35% | i | -10 | -13%
